# rCAG binder = binds r(CAG) RNA repeats; r(CAG) RNA repeat, TO-PRO-1 dye displacement fluorescence; inhibition, % at 3 µM; 370,000 tested, 1.3% active;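 active means inhibition above the plate cutoff, the mean of all test compounds on that plate plus 3 SD, cut at about 35% in these data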;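 further: 0% = DMSO alone and 100% = 100 µM mitoxantrone as full dye displacement; higher means more dye released from RNA so lower well fluorescence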
# ASAP1 GAP inh = blocks human ASAP1-stimulated Arf1 GTP hydrolysis; Q9ULH1; GDP FP detection; inhibition, % at 16.5 µM; 360,000 tested, 0.19% active; in the data active means inhibition above about 25%;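 further: 0% = vehicle with enzyme and substrate and 100% = no enzyme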
# DDE Tn6 FP inh = disrupts Tn6 cyclic peptide binding to fibrin D-Dimer-E complex; P02675; Fibrin DD(E) TRITC-Tn6 fluorescence polarization displacement; inhibition, % at 8.3 µM; 370,000 tested, 0.21% active; AID 720509;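 active means inhibition above a per-campaign cutoff: mean of compounds within control limits plus 3 SD, cut at about 15% in these data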;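 further: 0% = median of all compound wells on the plate and 100% = blocking peptide control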
# Target sequence (P02675 whole entry, looked up): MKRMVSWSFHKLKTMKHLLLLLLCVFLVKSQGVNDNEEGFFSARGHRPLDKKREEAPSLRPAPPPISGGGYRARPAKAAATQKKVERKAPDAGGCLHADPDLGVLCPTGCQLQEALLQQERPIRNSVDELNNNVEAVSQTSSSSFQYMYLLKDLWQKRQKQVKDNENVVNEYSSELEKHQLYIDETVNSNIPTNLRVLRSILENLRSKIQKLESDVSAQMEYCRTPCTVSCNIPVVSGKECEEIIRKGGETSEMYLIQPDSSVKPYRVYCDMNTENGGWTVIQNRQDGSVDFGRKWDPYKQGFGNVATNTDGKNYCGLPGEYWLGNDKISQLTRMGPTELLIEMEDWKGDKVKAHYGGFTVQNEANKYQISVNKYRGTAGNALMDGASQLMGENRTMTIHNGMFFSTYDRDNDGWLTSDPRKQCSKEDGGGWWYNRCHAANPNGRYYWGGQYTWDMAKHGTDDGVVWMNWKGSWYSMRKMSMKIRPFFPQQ
# NPR2 activator = GC-B (human) receptor activation; AID 1920062; HEK293-GC-B cells, CNP EC30, cGMP TR-FRET; 0% at EC30 CNP, 100% saturating CNP; P20594; activation, % at 10 µM; 370,000 tested, 0.11% active;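 active means activation at 10 µM reaching about 35% in either raw or pattern-adjusted values, limit read from the data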
# ARFGAP1 inhibitor = inhibits rat ARF GTPase activating protein 1; AID 651572; Arfgap1-stimulated ARF1 GTP hydrolysis, GDP FP detection; Q62848; inhibition, % at 16.5 µM; 360,000 tested, 0.26% active;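 active means inhibition above a per-plate limit, mean inhibition of low control wells plus 3 SD, cut at about 25% in these data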;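 further: 0% = DMSO wells with enzyme and 100% = wells lacking Arfgap1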
# Target sequence (Q62848 1-136 limits assumed): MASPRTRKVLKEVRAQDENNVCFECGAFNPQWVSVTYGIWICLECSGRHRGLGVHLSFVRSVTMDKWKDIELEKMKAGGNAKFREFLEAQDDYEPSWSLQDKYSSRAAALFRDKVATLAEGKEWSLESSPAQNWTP
#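 Assay system: purified rat His6-Arfgap1 residues 1-136 (GAP domain); Reagent: human Δ17 ARF1 bound to GTP; Dosing: 16.5 µM single point, 1.26% DMSO; Times: GTP hydrolysis reaction 2 h at 25 °C; Signal: FP, GDP Alexa 633 tracer displaced from anti-GDP antibody, 620/688 nm; Measure: % inhibition from polarization.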
# proKLK7 act = proKLK7 (human) activation, primary screen | AID 652039 | activation, % at 7 µM | 370,000 tested, 0.9% active | P49862 | purified proKLK7, EDANS-DABCYL substrate fluorescence; 100% is mature enzyme control, 0% vehicle;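 active means activation above the mean of all tested compounds plus 3 SD, computed per campaign excluding outliers beyond control limits, cut at about 13% in these data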
# Target sequence (P49862 whole entry, looked up): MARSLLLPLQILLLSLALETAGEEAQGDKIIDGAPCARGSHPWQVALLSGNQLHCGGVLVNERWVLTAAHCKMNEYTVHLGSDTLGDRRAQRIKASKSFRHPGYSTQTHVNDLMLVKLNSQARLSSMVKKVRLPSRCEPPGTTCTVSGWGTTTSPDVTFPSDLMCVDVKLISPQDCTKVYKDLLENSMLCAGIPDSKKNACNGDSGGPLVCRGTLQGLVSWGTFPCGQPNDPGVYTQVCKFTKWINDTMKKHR
# ADAM10 inh = ADAM10 inhibition, QFRET primary screen. O14672. recombinant ADAM10, EDANS/DABCYL FRET peptide cleavage, 3 h. inhibition, % at 7 µM. 370,000 tested, 0.62% active;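 active means inhibition above a per-campaign cutoff equal to the mean of compounds falling between control-based bounds plus 3 SD, cut at about 20% in these data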;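 further: 0% = DMSO wells while the 100% control is not disclosed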
# GC-A act = GC-A (human) enzyme activation. 370,000 tested, 0.14% active. activation, % at 10 µM. P16066. AID 1671463. HEK293 GC-A cells, cGMP TR-FRET, EC30 ANP; 0% at EC30 ANP, 100% saturating ANP; in the data active means activation above about 40%
# FXN GAA850 act = activators of GAA850 frataxin (FXN) promoter. HEK293 lucGAA850 FXN promoter luciferase reporter, 24 h; percent of 10 µM SAHA response. activation, % at 6 µM. 360,000 tested, 0.56% active;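 active means activation above the average of all compounds screened plus 3 SD, cutoff fixed separately per campaign, cut at about 7.5% in these data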;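 further: 0% = DMSO wells and 100% = 10 µM SAHA wells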
# HGIII-sPLA2 inh = Inhibits HGIII-sPLA2 liposome hydrolysis, primary screen | Q9NZ20 | QFRET BODIPY PC-A2 liposome hydrolysis, fluorescence | inhibition, % at 12.2 µM | 370,000 tested, 0.56% active | AID 743126;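 active means inhibition above mean plus 3 SD of compounds lying within the high and low control bounds, cut at about 19% in these data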;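 further: 0% = median of test compound wells and 100% = no enzyme DMSO wells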
# * = called active by the depositor; i = inactive; · = no result given.
SMILES,rCAG binder,ASAP1 GAP inh,DDE Tn6 FP inh,NPR2 activator,ARFGAP1 inhibitor,proKLK7 act,ADAM10 inh,GC-A act,FXN GAA850 act,HGIII-sPLA2 inh
Cc1ccc(-c2noc(COc3ccc4c(c3)OCO4)n2)cc1,3,-2,4,13,11,-0.8,-1,3,-2.1,13
Cc1cccc(OCC(=O)OCC(=O)NCC2CCCO2)c1C (stereo not drawn),0,9,-4,4,-3,-0.1,-13,3,0.4,10
COC(=O)c1ccc(Oc2nc(C(N)=O)cc(-c3ccccc3)n2)cc1,0,-1,-1,-2,4,0.3,-1,-6,-1.7,-2
Cc1ccc(-n2nc(C)c(C3(O)C(=O)N(C(C)C)c4ccccc43)c2N)cc1 (stereo not drawn),-2,-2,-7,-4,6,0.3,6,1,0.0,4
Cc1cccn2c(=O)c3cc(C(=O)NCc4ccc(F)cc4)c(=N)n(CCCN4CCOCC4)c3nc12,2,13,7,-7,-7,2.5,i,11,2.3,3
COc1ccc([N+](=O)[O-])cc1NS(=O)(=O)c1cccc(C(=O)OC2CCOC2=O)c1 (stereo not drawn),10,-20,-2,2,-9,-0.5,0,0,0.8,-4
CC(=O)c1cccc(NC(=O)CCC2CCCC2)c1,-2,15,-6,3,14,-0.1,-2,5,4.8,2
CC/C(=N\Nc1ccnc2cc(Cl)ccc12)c1ccc(O)cc1,9,3,-2,-4,5,3.3,-12,-6,2.9,0
O=C(Nc1nnc(C2=COCCO2)o1)c1ccc(S(=O)(=O)N2CCCC2)cc1,10,6,0,-2,1,-0.3,5,4,0.2,1
COc1ccc(C(=O)ON=C2C=C(C)C(=O)C(C)=C2)cc1,-1,-1,5,-4,9,0.0,9,2,5.8,0
Cc1sc(NC(=O)CSc2nnc(-c3ccc(F)cc3)o2)c(C#N)c1C,24,-1,-5,-1,-1,0.5,-1,-2,1.6,-11
O=C(Nc1ccccc1C(=O)Nc1ccccc1C(=O)O)c1ccccc1,73*,8,4,-11,-3,0.4,7,1,-2.2,-42
COc1ccc(-c2cnnn2-c2ccc(NC(=O)c3ccco3)cc2)cc1OC,3,8,-14,2,2,0.6,5,6,2.4,1
O=C(Cn1cnc2c(nnn2-c2cccc(Cl)c2)c1=O)N1CCOCC1,4,12,6,3,-6,-0.2,4,1,-0.7,3
Cc1cccc(N(CC(=O)N/N=C/c2ccc(C(=O)O)cc2)S(=O)(=O)c2ccccc2)c1C,49*,2,8,0,-7,-0.5,-3,1,-0.3,-5
Cc1n[nH]c(=O)nc1NC1CCCCC1,6,-1,-8,5,-8,0.3,5,-2,2.6,11
CC1(C)C(=O)Nc2ccccc2N1C(=O)CSc1ncccn1,5,4,1,3,5,0.0,-1,-2,2.4,0
O=C(NCc1ccccc1)[C@@H]1CCCN1C(=O)[C@H]1CCCN1C(=O)c1ccccc1F,1,6,3,2,-7,-0.1,1,2,·,3
CCCCCOC(=O)CSc1nc2c(c(=O)[nH]c(=O)n2C)n1Cc1ccc(Cl)cc1,4,12,-6,6,12,0.0,2,-5,0.1,0
N#Cc1nc(COc2ccccc2Cl)oc1NCc1ccc(F)cc1,2,1,-9,-4,0,0.5,19,-2,2.4,-19
CCN=C1SC(CC(=O)Nc2sc3c(c2C#N)CCCC3)C(=O)N1CC (stereo not drawn),7,1,0,3,-3,-0.2,-5,-3,0.4,10
CC(Nc1cc(N2CCN(S(=O)(=O)N(C)C)CC2)ccc1[N+](=O)[O-])c1ccccc1 (stereo not drawn),-2,-1,-8,-2,4,-1.0,2,-3,1.4,-3
O=C(/C=C/c1cccc(Cl)c1)c1ccc([N+](=O)[O-])o1,14,-15,-7,4,-8,0.3,8,9,-13,3
O=[N+]([O-])c1cc([N+](=O)[O-])c(N2CCOCC2)cc1NCc1ccccc1,1,1,-2,8,7,-0.6,13,8,-0.3,-6
CC1CC(C)CN(S(=O)(=O)c2ccc3c(c2)CC(C)N3C(=O)C2CC2)C1 (stereo not drawn),-7,-4,-2,10,2,-0.1,-2,5,4.0,-3
SMILES,rCAG binder,ASAP1 GAP inh,DDE Tn6 FP inh,NPR2 activator,ARFGAP1 inhibitor,proKLK7 act,ADAM10 inh,GC-A act,FXN GAA850 act,HGIII-sPLA2 inh
CN(CC(=O)Nc1cccc(F)c1)C(=O)Cc1ccsc1,5,5,-1,0,6,0.1,-8,-2,0.6,12
O=C(COC(=O)c1ccc(O)cc1)Nc1ccc(N2CCCCC2)cc1,3,20,-3,0,5,0.2,4,-3,-3.0,-11
CCN=C(N/N=C/c1ccc([N+](=O)[O-])cc1)SC,-4,5,-4,2,-15,-0.1,-4,-2,1.3,6
CCc1nc2ccc(C(=O)N(C)Cc3ccco3)cn2c1N(C)CCCc1ccccc1,0,-19,-2,9,2,0.2,-14,3,-0.2,3
COc1ccc(Cl)cc1NC(=O)COC(=O)CCNS(=O)(=O)c1cccs1,4,-9,-4,-5,11,-0.1,-5,-4,-1.1,-6
Cc1cc2cc(C#N)c(NCCNC(=S)NCCCN3CCOCC3)nc2cc1C,2,8,4,-2,8,1.2,-290,-1,2.2,5
NS(=O)(=O)c1cccc(NC(=O)COC(=O)COc2ccc3ccccc3c2)c1,15,0,-6,-6,5,0.4,-8,-3,-1.0,-4
CC1(C(=O)NS(=O)(=O)c2cccs2)CCN1C(=O)Cc1ccc(-c2ccccc2)cc1 (stereo not drawn),40*,2,0,2,-1,-0.5,-9,6,0.0,-12
Cc1[nH]c2ccccc2c1/C=N/Nc1nc2ccccc2[nH]1,12,-4,-12,-8,9,-1.6,3,-2,4.4,-12
Cn1c(Cn2c(=O)sc3ccccc32)nnc1SCC(=O)N1CCOCC1,3,5,-7,3,2,0.8,-1,2,-0.3,11
C=CCNC(=S)Nc1ccc(OC(F)F)c(Cl)c1,-2,-8,5,3,5,-0.3,-3,2,3.2,0
NC(=S)N=Nc1c(O)[nH]c2ccc(F)cc12,1,3,4,20,-1,0.5,-4,20,-0.2,11
COc1ccc(C2=C/C(=C\c3cccc(OC(C)=O)c3)C(=O)O2)cc1,3,1,1,-4,-1,0.5,-94,5,2.7,-2
O=[N+]([O-])c1ccc(CN2CCOCCOCCOCC2)cc1,-1,6,1,4,-10,0.3,-9,3,2.9,6
Cc1ccc(C(O)(C(=O)NN(C(=O)c2ccccc2)c2ccccc2)c2ccc(C)cc2)cc1,9,-8,-8,7,3,-0.1,-6,-5,-3.8,5
COc1ccc(CC(=O)NC(C)C2COc3ccccc3O2)cc1OC (stereo not drawn),-6,-15,-7,7,7,0.3,-3,4,-0.3,0
COc1cc2c(cc1NS(=O)(=O)N1CCCC1)oc1ccccc12,9,-2,2,-8,0,-3.6,-28,-2,2.7,-10
CC(=O)Nc1ccc(/C=C/c2nc(-c3ccccc3O)n[nH]2)cc1,17,2,-6,-8,11,0.0,-13,-9,7.0,-38
O=C(c1ccc(N2CCCC2=O)cc1)N1CCOCC1,-1,-7,3,7,13,0.1,8,-2,0.3,7
COc1ccc(OCC(=O)Nc2nonc2NC(=O)COc2ccc(OC)cc2)cc1,6,17,0,-6,17,0.4,-1,-4,2.3,-6
Cc1ccc(-n2ncc3c2CCCC3NC(=O)c2csnn2)cc1C (stereo not drawn),-9,0,2,2,-3,-0.4,1,-1,-1.1,-9
C[N+]1(CCOc2ccc([N+](=O)[O-])cc2)CCOCC1,1,-4,-3,-4,-7,-0.1,-10,3,-1.5,1
CC1=NN(c2ccccc2)C(=O)C1C(=O)C(=O)Nc1ccc(F)cc1 (stereo not drawn),2,3,5,1,-3,-0.1,0,-2,3.7,-3
O=C(CCN1CCN(c2ccccc2)CC1)N/N=C/c1ccccc1OC(F)F,-4,2,5,-1,8,-4.6,-27,3,1.0,6
Cc1ccc2[nH]c(C)c(CCNC(=O)NC3CCCCC3)c2c1,0,-7,3,3,-1,-0.2,-5,-2,-2.0,1

# 3 compounds from above, sorted by the value under ASAP1 GAP inh, largest number first:
SMILES	ASAP1 GAP inh	DDE Tn6 FP inh	NPR2 activator	ARFGAP1 inhibitor	proKLK7 act	ADAM10 inh	GC-A act	HGIII-sPLA2 inh
Cc1cc2cc(C#N)c(NCCNC(=S)NCCCN3CCOCC3)nc2cc1C	8	4	-2	8	1.2	-290	-1	5
CCN=C(N/N=C/c1ccc([N+](=O)[O-])cc1)SC	5	-4	2	-15	-0.1	-4	-2	6
COc1ccc(C2=C/C(=C\c3cccc(OC(C)=O)c3)C(=O)O2)cc1	1	1	-4	-1	0.5	-94	5	-2

# The listing continues:
SMILES,rCAG binder,ASAP1 GAP inh,DDE Tn6 FP inh,NPR2 activator,ARFGAP1 inhibitor,proKLK7 act,ADAM10 inh,GC-A act,FXN GAA850 act,HGIII-sPLA2 inh
Cc1nc(SCc2ccccc2C)n[nH]1,-3,1,5,4,8,-0.5,8,0,3.3,2
CCNC(=O)COC(=O)c1[nH]c(C)c(C(=O)OC)c1C,-2,9,6,-2,-4,0.8,0,0,4.6,1
COCc1c(CCl)cnc(C)c1O,0,-7,-1,9,3,-0.3,-26,0,0.0,5
CCCOc1cccc(-c2nn(-c3ccccc3)cc2/C=C(\C#N)C(=O)NCCCn2ccnc2)c1,-2,11,-4,7,12,-6.7,-10,1,-1.9,-25
CC(=O)Nc1ccc(Nc2cc(C)nc3c(-c4ccccc4)cnn23)cc1,4,10,-5,5,14,-5.6,-101,-3,-8.3,-4
Cc1ccccc1NC(=S)NC(=O)COc1ccccc1C,-3,19,3,1,13,-0.2,12,1,-0.6,13
CNc1oc(-c2ccco2)nc1C#N,-1,15,-5,5,9,-0.2,-249,0,4.7,3
Cc1noc(C)c1NC(=O)Nc1ccc2c(c1)C(=O)N([C@H](C)CO)C[C@H](C)[C@H](CN(C)C(=O)NC1CCCCC1)OCCCC[C@@H](C)O2,2,6,-2,8,-6,0.3,4,0,-1.3,-5
CC(=O)c1sc(NC(=O)c2ccc(C)c(C)c2)nc1C,-3,-17,-6,-5,2,-0.3,5,2,4.8,1
CC(=O)NS(=O)(=O)c1ccc(NC(=O)CN2C(=O)C3C4C=CC(C4)C3C2=O)cc1 (stereo not drawn),2,8,-4,2,-11,0.1,6,7,1.9,5
CC1CCCCN1C(=O)Nc1ccccc1Cl (stereo not drawn),-1,10,4,5,6,-0.4,2,-5,0.1,9
COC(=O)c1cc(S(=O)(=O)NCC(C)c2ccccc2)cn1C (stereo not drawn),-3,1,-9,4,1,-0.7,10,3,1.2,-2
COC(=O)C1CCN(C(=O)COC(=O)c2ccc(N3CCCC3=O)cc2)CC1,2,12,-5,1,-6,-0.2,-8,-1,-0.2,12
COc1ccc(CN2CCNC(=O)C2CC(=O)NCCc2nc(C)c3c(n2)CCC3)cc1C (stereo not drawn),-1,-4,6,1,-7,0.3,-3,-1,1.4,-3

# Source: PubChem (several laboratories)
